Screens from PubChem BioAssay.
MT1-MMP txn act – activates MT1-MMP transcription; actives 0.16% (n = 86,000); activation factor at 10 µM; HT1080 MT1-MMP promoter luciferase reporter, luminescence, overnight; hits give high values;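 active = activation factor of at least 2 for MT1-MMP transcription at 10 µM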
Smad3 inh – Smad3 (human) transcription factor binding inhibition; actives 0.29% (n = 88,000); TR-FRET Smad3/Dy647-FoxH1 peptide binding, europium anti-His; inhibition, % at 25 µM; AID 630; P84022;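 active = compounds that reduce the energy-transfer binding signal between the protein and its labelled peptide by more than half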;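 note: 0% = Smad3 plus labelled peptide maximal FRET and 100% = peptide-only background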
Target sequence (P84022 whole entry, looked up): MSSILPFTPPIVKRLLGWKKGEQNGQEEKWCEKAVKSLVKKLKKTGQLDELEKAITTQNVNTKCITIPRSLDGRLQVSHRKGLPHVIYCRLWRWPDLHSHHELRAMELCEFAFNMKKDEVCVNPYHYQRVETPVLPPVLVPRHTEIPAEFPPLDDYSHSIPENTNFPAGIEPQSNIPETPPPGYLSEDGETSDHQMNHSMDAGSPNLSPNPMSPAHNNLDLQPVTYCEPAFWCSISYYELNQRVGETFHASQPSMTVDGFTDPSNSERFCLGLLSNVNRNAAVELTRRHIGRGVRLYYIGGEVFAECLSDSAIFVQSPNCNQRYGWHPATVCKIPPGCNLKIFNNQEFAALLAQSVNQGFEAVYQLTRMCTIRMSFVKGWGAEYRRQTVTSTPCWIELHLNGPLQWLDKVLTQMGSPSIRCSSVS
IL1B cytotox – toxic to HUVEC cells under IL-1B stimulation; HUVEC cell count loss, Hoechst imaging, IL-1B stimulated; cell count reduction, % at 2 µM; actives 0.41% (n = 94,000);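 active = cell count reduction more than 3 SD above the screen-wide mean, cut at about 70% in these data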;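 note: normalized per plate to untreated control cells as the no-loss baseline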
hDAT+cocaine – changed human dopamine transporter uptake under cocaine IC80; Q01959; LLC-PK1 hDAT cells, [14C]-dopamine uptake with cocaine IC80; actives deviate in either direction; B-score at 10 µM; actives 1.3% (n = 110,000); AID 449768;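 active = Z score or B-score, a plate-position-corrected score, falls beyond the plate's 99.7% confidence bounds, in either direction; inactive = both scores lie inside the 99.7% bounds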;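 note: scored against the spread of the other compound wells on the same plate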
Target sequence (Q01959 whole entry, looked up): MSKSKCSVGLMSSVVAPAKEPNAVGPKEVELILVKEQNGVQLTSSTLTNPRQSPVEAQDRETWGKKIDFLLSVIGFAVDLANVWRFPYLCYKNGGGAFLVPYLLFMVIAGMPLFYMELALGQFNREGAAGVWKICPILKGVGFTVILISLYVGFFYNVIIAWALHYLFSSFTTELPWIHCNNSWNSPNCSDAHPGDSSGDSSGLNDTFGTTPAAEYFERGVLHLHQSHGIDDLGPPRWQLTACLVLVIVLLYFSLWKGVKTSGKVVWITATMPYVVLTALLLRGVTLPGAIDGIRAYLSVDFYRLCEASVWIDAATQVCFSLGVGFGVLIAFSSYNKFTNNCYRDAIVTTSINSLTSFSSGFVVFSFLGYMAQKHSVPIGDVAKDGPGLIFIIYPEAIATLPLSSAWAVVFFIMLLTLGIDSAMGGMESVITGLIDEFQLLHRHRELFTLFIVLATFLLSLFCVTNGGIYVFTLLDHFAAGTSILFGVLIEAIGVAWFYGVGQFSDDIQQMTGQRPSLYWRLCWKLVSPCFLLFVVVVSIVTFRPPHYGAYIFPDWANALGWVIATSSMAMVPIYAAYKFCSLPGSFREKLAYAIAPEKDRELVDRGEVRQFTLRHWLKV
Calb biofilm kill – kills Candida albicans biofilms; inhibition, % at 6 µM; C. albicans biofilm + clotrimazole, Alamar Blue; actives 0.14% (n = 85,000);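 active = inhibition above 20%; inactive = inhibition below 20%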;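 note: preformed 24 hr biofilms exposed to compound for 48 hr; 0% = biofilm without compound and 100% = blank killed by clotrimazole plus chlorhexidine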
F-actin modifier – alters cytoskeleton assembly in HUVEC cells; HUVEC TNFa F-actin phalloidin imaging, high content; inhibition, % at 2 µM; actives 0.18% (n = 91,000); AID 836;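 active = inhibition above the batch mean plus 3 SD and confirmed as a hit by visual image inspection, cut at about 30% in these data, passing the limit was not always enough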; note: strong numbers were not always called active
TNFa cytotox – toxic to HUVEC cells under TNF alpha stimulation | HUVEC TNFalpha-stimulated, Hoechst cell count, imaging | cell count reduction, % at 2 µM | actives 0.17% (n = 93,000);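 active = cell count reduction exceeding the screen mean by over 5 SD, scaled to untreated wells per plate, cut at about 78% in these data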;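 note: cells counted after 24 h of TNF alpha exposure following the 1 h pretreatment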
VCAM1 TNFa inh – reduces TNF alpha induced VCAM1 expression in HUVEC. AID 802. actives 0.48% (n = 95,000). HUVEC TNFa-induced VCAM-1 immunofluorescence, high-content imaging. inhibition, % at 2 µM;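 active = inhibition above the batch mean plus 3 SD, with images confirmed as a hit by eye, cut at about 37% in these data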;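 note: 0% = TNF-stimulated DMSO wells and 100% = unstimulated control wells; not every result past the cut was called active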
PTPN22 inh 2 – LYP (human) phosphatase inhibition; Q9Y2R2; AID 640; recombinant LYP catalytic domain, DiFMUP fluorescence; actives 0.21% (n = 96,000); inhibition, % at 2 µM;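 active = inhibition at 2 µM at or above a set limit, the screen mean plus 3 SD, cut at about 24% in these data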;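 note: 0% = DMSO with enzyme and 100% = enzyme fully blocked by orthovanadate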
Active calls of the source: *; nt = not tested or not shown; [ ] = dose if it differs, or a comment. A portion of the library. The share of hits here may be higher or lower than overall.

Sequence of screens: MT1-MMP txn act	Smad3 inh	IL1B cytotox	hDAT+cocaine	Calb biofilm kill	F-actin modifier	TNFa cytotox	VCAM1 TNFa inh	PTPN22 inh 2
CCCCOC(=O)Nc1cccc(C(C)=O)c1
 : 1.4	7.8	-8.4	-0.224	10.0	-47.4	-19.6	3.0	-1.2
O=C(CSc1nc2cccnc2n1Cc1ccccc1)N1CCc2ccccc21
 : 1.1	-11.9	-0.5	nt	3.9	3.0	-24.9	8.6	8.1
Cc1cccc(NS(=O)(=O)c2ccc(Oc3ccccc3)cc2)n1
 : 1	6.9	3.5	0.145	nt	1.6	-15.3	11.8	-1.4
COc1cccc2cc(C(=O)C3=C(O)C(=O)N(Cc4ccco4)C3c3cccnc3)oc12 (stereo unspecified)
 : 1.1	11.7[fluorescence artefact?]	-4.6	0.989	0.6	1.2	-31.4	10.4	-8.4
Cc1ccc(NC(=O)NNC(=O)C2CC(c3cccnc3)=NO2)cc1 (stereo unspecified)
 : nt	nt	6.5	-0.42	nt	21.2	-0.6	2.5	-0.6
COC(=O)c1c(C(=O)OC)n(CCCN)c2ccc(C)cc12
 : 1.1	11.8	-54.6	-0.988	8.7	-4.1	17.3	14.8	2.4
COC(=O)C1=C(C)n2nnnc2NC1c1ccc(Cl)cc1 (stereo unspecified)
 : 1.1	2.9[fluorescence artefact?]	-3.9	-0.165	0.4	-4.7	15.0	28.8	-4.8
N#CC(C(=O)Nc1ccc(Cl)c(Cl)c1)=C1Nc2ccccc2N1
 : 1.1	-19.4[fluorescence artefact?]	0.9	-1.11	2.3	0.0	nt	-4.8	-0.7
CC1Oc2ccccc2N(CC(=O)c2ccccc2)C1=O (stereo unspecified)
 : 1.2	-14.8	-12.7	0.012	4.7	28.6	-22.6	-0.1	4.1
CCOc1ccccc1C(=O)N1CCN=C1SC
 : 1.5	1.2	-2.3	-1.76	10.8	-28.4	23.0	-4.8	2.3
C=C(C)n1c(=O)[nH]c2ccccc21
 : 1.1	1.9	-98.0	0.54	nt	-3.3	-4.9	5.9	-6.0
CC(C)[C@H](NC(=O)OC(C)(C)C)c1nnc(S(=O)(=O)Cc2c(F)cccc2Cl)o1
 : 0.9	-15.5	nt	0.638	7.0	nt	nt	nt	nt
Cc1ccc(N(C(=O)C(F)(F)F)C(C(=O)NC2CCCCC2)c2cccs2)cc1 (stereo unspecified)
 : nt	nt	-13.3	0.00729	nt	-12.1	8.8	-10.9	5.0
Cc1cc(C)n2c(SCc3c(C)noc3C)nnc2n1
 : 1.2	-5.2	-7.5	0.157	-6.7	-2.8	-2.2	-14.2	1.2
CNc1oc(-c2ccco2)nc1C#N
 : 1.2	5.6	-58.6	-0.878	6.0	10.3	-14.1	14.2	-21.0
CCC(C)NS(=O)(=O)c1ccc(OCC(=O)N2CCCC2)cc1 (stereo unspecified)
 : 1.2	-13.5	-34.0	-0.403	10.1	12.4	-29.0	8.1	-7.0
Cc1ccc(C(=O)N2CCN(C(=O)CN3CCOCC3)C2)cc1
 : 1	13.2	nt	1.04	3.9	nt	nt	nt	nt
CC(C)(C)c1ccc(C(=O)NCCC(=O)N2CCN(c3ncccn3)CC2)cc1
 : 1	11.5	1.6	1.28	8.2	-9.2	-4.9	11.6	-5.0
O=C(O)c1cc2c([nH]c1=O)CCCC2
 : 1.2	-11.6	nt	0.708	-0.1	nt	nt	nt	11.9
c1coc(CNCc2cccs2)c1
 : 1.2	17.6[fluorescence artefact?]	13.0	-0.567	8.0	23.7	-6.1	6.6	7.3
COc1ccc(-n2nc(C(=O)NCC(=O)NCC3CCCO3)c3ccccc3c2=O)cc1 (stereo unspecified)
 : 1.3	-11.0	-41.8	-0.0612	-1.2	5.8	-6.0	7.1	-5.8
CCOC(=O)c1[nH]c2ccc(OC)cc2c1NC(=O)CN1CCC2(CC1)OCCO2
 : 1.1	6.6	-24.9	0.371	7.4	-12.2	-36.2	8.8	-0.5
O=C(O)CNC(=O)CC12CC3CC(CC(C3)C1)C2
 : 1.3	11.4	10.7	-0.0884	6.5	-0.9	0.8	0.7	3.8
CC(O)/C=C/c1ccc2ccccc2n1 (stereo unspecified)
 : 1.2	-1.5	nt	0.317	1.9	nt	nt	nt	nt
C=CCNC(=O)c1cccn1-c1ccsc1C(=O)OC
 : nt	nt	-16.9	0.48	nt	22.9	-25.2	-2.3	-4.1
CC(C)C1N=C2c3ccccc3N=C(SCC#N)N2C1=O (stereo unspecified)
 : 1.1	9.4	-26.4	-0.236	4.4	-9.0	-5.5	-5.2	-4.1
CCc1nc2sc3c(c2c(=O)n1NC(=O)CCl)CCCC3
 : 1.2	11.6[fluorescence artefact?]	1.4	-0.39	5.4	8.2	-2.1	-7.4	5.9
O=C(Cn1cnc2ccccc2c1=O)OCC(=O)c1ccc2c(c1)OCCO2
 : 1.2	8.6	-20.4	-0.664	1.5	-40.1	6.5	6.5	-3.8
CCn1c(SCC(=O)N2CCc3ccccc32)nnc1-c1c[nH]c2ccccc12
 : 1	-11.4	-18.5	0.541	3.8	5.3	-11.2	-2.2	10.3
O=C1c2ccccc2C(=O)N1CCCn1nnc(-c2ccc(N3CCOCC3)cc2)n1
 : 1	-5.4	-17.1	-0.403	4.9	2.3	-17.7	25.0	-1.6
Cc1cc2cc(CCNC(=O)CC(C)(C)C)c(=O)[nH]c2cc1C
 : 1.1	8.0	nt	0.0668	5.7	nt	nt	nt	nt
CC(Sc1nnc(-c2cccnc2)n1-c1ccccc1)C(=O)NCc1ccc2c(c1)OCO2 (stereo unspecified)
 : nt	nt	4.5	0.181	nt	-0.5	-7.6	-8.8	-1.4
COc1ccc(C2CC(c3cccs3)=Nc3ccccc3S2)cc1 (stereo unspecified)
 : 2.1*	3.2	9.2	-1.34	11.0	0.8	-4.9	36.0	-9.3
CCOC(=O)c1c(C)[nH]c2c1cc(O)c1ccccc12
 : 1.7	23.9[fluorescence artefact?]	-10.1	1.16	1.3	8.1	-18.0	1.9	-3.7
CN(/N=C/c1cccs1)c1cc(=O)n(C)c(=O)[nH]1
 : 1.1	3.7	-16.7	0.275	5.7	-2.5	5.4	3.4	-11.2
CCOC(=O)c1ccc(CSc2ncn[nH]2)o1
 : 1.2	-13.4	-24.6	-1.26	-5.2	-15.1	-13.2	-40.6	-10.9
Cc1ccc(C(=O)Nc2ccc3c(c2)OCO3)cc1S(=O)(=O)N1CCCC1
 : 1.5	2.2	-19.4	1.44	3.0	-23.6	-1.1	11.3	-11.0
O=[N+]([O-])c1ccc2nccn2c1
 : nt	nt	-2.3	-0.92	nt	25.7	-17.8	4.7	4.5
CCc1c(O)nc(SCC(=O)Nc2ccccc2)n(C(C)CC)c1=O (stereo unspecified)
 : 1.1	21.8	-2.8	-0.246	6.5	-7.7	-11.8	8.2	7.5
O=C(CN(C(=O)CCC(=O)Nc1ccccn1)c1ccc2c(c1)OCO2)NCc1ccco1
 : 1.3	-1.5	8.0	0.789	-1.2	25.3	-47.1	6.3	-4.5
Cc1onc(-c2ccccc2Cl)c1C(N)=O
 : 1	0.0	-7.0	-0.513	7.8	25.1	6.8	-17.4	-11.8
C(=C\CSc1nnnn1-c1ccccc1)/CSc1nnnn1-c1ccccc1
 : nt	nt	-25.2	0.553	nt	14.8	-30.6	16.1	-2.5
Cc1cc[n+](CC(=O)Nc2cc(C(F)(F)F)ccc2Cl)cc1
 : nt	nt	19.0	-1.36	nt	-18.6	nt	11.1	16.7
Cc1cc(/C=N/NC(N)=O)c(C)c(CO)c1
 : nt	nt	-61.8	nt	nt	1.0	-10.1	13.2	-0.3
CCOC(=O)Cc1c(C)nc2c(-c3ccc(Cl)cc3)c(C)[nH]n2c1=O
 : 1.1	10.7	-31.7	-0.561	7.5	-39.1	12.7	-14.2	1.8
O=C(NNc1ccccn1)C(=O)NNS(=O)(=O)c1ccc(Cl)cc1
 : nt	nt	-13.6	nt	nt	-40.1	-2.4	5.7	-0.8
COc1cc(C(=O)Nc2ccc3c(c2)OCCO3)ccc1OC(C)C
 : 1.4	15.0	7.8	0.983	7.7	-6.0	-10.5	2.5	1.5
O=C(Nc1nc(-c2ccc(-c3ccccc3)cc2)cs1)C1CCCO1 (stereo unspecified)
 : 1.2	17.5	11.0	-0.311	1.4	12.3	-26.7	16.9	1.4
Cc1cccc(NC(=O)CSc2nnc(CSc3nc(C)cc(C)n3)n2Cc2ccco2)c1
 : 1.2	0.8	2.2	2.78*	12.4	4.7	-36.7	1.2	-3.4
Cc1cc(N2CCCCC2)nc2ccc(NC(=O)CCC(=O)NCCC(C)C)cc12
 : 1.4	9.4	nt	1.72	6.9	-5.0	-0.4	-3.7	3.0

(next part)
Sequence of screens: MT1-MMP txn act	Smad3 inh	IL1B cytotox	hDAT+cocaine	Calb biofilm kill	F-actin modifier	TNFa cytotox	VCAM1 TNFa inh	PTPN22 inh 2
CC(C)CNC(=O)c1ccccc1NC(=O)CN(c1ccc2c(c1)OCCO2)S(C)(=O)=O
 : 1	3.4	-144.9	0.726	5.8	-1.9	-10.9	-10.9	-1.1
Cc1ccc(SCC(=O)NCCSC(C)(C)C)cc1
 : 1.4	-0.1	-18.5	2.77	4.3	5.8	-20.3	-1.8	9.5
C=CC(O)(C#CCN(CC)CC)c1ccccc1 (stereo unspecified)
 : 1	-10.3	-5.6	0.5	4.3	-5.0	-14.3	4.0	7.5
COc1ccccc1NC(=O)C1CCCN(S(=O)(=O)c2cccc3nsnc23)C1 (stereo unspecified)
 : nt	-2.2	-8.4	0.00767	2.9	-4.4	-38.2	-29.3	5.6
COc1cccc(NS(=O)(=O)c2c(C)n(C)c(=O)n(C)c2=O)c1
 : nt	8.6	16.5	0.757	1.9	-19.8	-17.7	1.5	-2.7
COc1cc(C2N3CC4(C)CN2CC(C)(C3)C4)ccc1O (stereo unspecified)
 : 1.2	-5.7	-16.2	nt	-6.5	-8.4	8.2	7.2	2.5
COCCN(Cc1cc2cc(C)ccc2nc1Cl)C(=O)Nc1ccccc1C
 : nt	nt	22.6	-0.891	nt	-18.6	10.0	-13.0	-3.2
O=C(NC1CCCCC1)N1CCCc2ccccc21
 : 1.3	-0.3	nt	-0.345	-3.0	nt	nt	nt	nt
COc1ccc(C(=O)c2ccc(Cl)cc2)cc1
 : 1.1	-9.4	-8.8	0.473	11.5	-1.4	6.2	22.3	8.5
O=C(Cn1cnc2ccccc2c1=O)N1CCN(Cc2ccc3c(c2)OCO3)CC1
 : 1.1	10.9	27.5	nt	6.5	2.5	-9.7	14.9	8.5
CCOc1ccc(NC(=O)Nc2ccc3c(c2)N(C)C(=O)CS3)cc1
 : 1	15.5[fluorescence artefact?]	nt	-0.187	-2.0	nt	nt	nt	nt
COC(=O)CC1COc2ccccc2N1C(=O)c1cccc(Cl)c1 (stereo unspecified)
 : nt	nt	-1.3	-0.0735	nt	-7.1	0.6	-1.6	6.2
CCC(=O)Nc1nc2ccccc2n1Cc1ccccc1
 : 1	0.2	nt	0.0654	13.2	nt	nt	nt	nt
Cc1ccc(N(CC(=O)N/N=C/c2ccco2)S(=O)(=O)c2ccccc2)cc1
 : nt	nt	-65.9	-1.92	nt	-34.1	-8.7	6.2	0.9
Cc1sc2nc3ccc(N4CCCCC4)nn3c(=O)c2c1C
 : 1.5	12.8	-7.7	-0.147	6.4	29.3	-4.7	-15.7	6.3
CCOC(=O)c1c(NC(=O)Cn2nc([N+](=O)[O-])c(Br)c2C)sc2c1CCC(C)C2 (stereo unspecified)
 : nt	nt	27.4	-0.456	nt	29.2	-24.7	10.8	0.1
C/C(=N\NC(=O)c1ccccc1)c1ccc(N2CCOCC2)cc1
 : nt	nt	8.0	0.0156	nt	-3.0	2.0	-18.8	14.9
COC(=O)C1=C(C)N(C)C(C)=C(C(=O)OC)C1c1ccsc1
 : 1.1	3.4	-1.3	-0.0138	3.9	-34.8	-0.4	12.0	-4.7
